Bioassay records: PubChem BioAssay, Emory University Molecular Libraries Screening Center
14-3-3g Raf: modulators of 14-3-3 gamma protein binding, primary screen, biochemical, fluorescence polarization. 14-3-3 protein gamma (Homo sapiens), P61981. FP, 14-3-3gamma / TMR-pS259-Raf peptide binding. inhibition, % at 40 µM. 160,000 tested, 0.19% active. AID 422, 2006; in the data active means inhibition above about 30%;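 further: 0% = protein plus tracer without compound and 100% = blank with tracer alone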
Target sequence (P61981 whole entry, looked up): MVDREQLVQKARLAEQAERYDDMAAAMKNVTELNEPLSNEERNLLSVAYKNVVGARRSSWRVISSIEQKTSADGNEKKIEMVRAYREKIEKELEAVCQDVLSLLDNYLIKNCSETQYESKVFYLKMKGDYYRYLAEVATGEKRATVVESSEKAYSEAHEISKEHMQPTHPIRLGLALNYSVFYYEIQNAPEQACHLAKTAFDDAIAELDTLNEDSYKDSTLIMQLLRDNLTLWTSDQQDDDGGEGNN
Starred values were filed as active, the others as inactive; & = joins results of further samples.

SMILES	14-3-3g Raf
C/C(N)=N\S(=O)(=O)c1ccc(Cl)cc1	-3
CC(CCc1ccco1)NC(=O)Cn1ncc2c1-c1ccccc1OC2 (stereo unspecified)	-4
CCCNC(=O)c1cnn2c(C)c(Cc3cccc(Cl)c3)c(C)nc12	-22
O=[N+]([O-])c1ccc(N2CCN(S(=O)(=O)c3ccc4ccccc4c3)CC2)cc1NCc1ccc(Cl)cc1	2
COc1cc2c(cc1OC)CN(C(=O)COc1ccc(C#N)cc1)CC2	-11
CCc1ccc(NC(=O)C(C)NC(=O)c2cc3ccccc3o2)cc1 (stereo unspecified)	-10
Clc1ccc(-n2nnnc2SCc2c(-c3ccccc3)nc3sccn23)cc1	-10
NC(=O)CSc1nc2ccccc2c(=O)[nH]1	-9
Cc1nn(C(C)(C)C)c(OC(=O)c2cccc(C(F)(F)F)c2)c1S(=O)(=O)c1ccccc1	0
Cn1c(CC2C(=O)Nc3ccc(Br)cc32)nc2ccccc2c1=O (stereo unspecified)	-1
O=C(Nc1cc(Cl)ccc1O)c1noc2c1CCCC2	-28
CC1CCC2C(=O)N(c3cccc(C(=O)O)c3)C(=O)C2C1 (stereo unspecified)	-7
COCCOC(=O)C1=C(C)NC(=S)NC1c1ccccc1Cl (stereo unspecified)	2
O=C(O)c1cccc(Nc2nc(-c3ccccc3)c3ccccc3n2)c1	10
CC(C)N1C(=O)C2C(c3ccccc3O)NC(C)(C(=O)O)C2C1=O (stereo unspecified)	0
O=C(O)C1CCC(CN(Cc2ccc(Cl)cc2)S(=O)(=O)c2ccc([N+](=O)[O-])cc2)CC1 (stereo unspecified)	-7
O=C(Cc1ccccc1)N1CCCC1c1ccccc1 (stereo unspecified)	0
O=C(O)c1cc(N2C(=O)c3cccc4c([N+](=O)[O-])ccc(c34)C2=O)ccc1O	20
O=c1c(-c2ccc3ccccc3n2)cc2ccccc2n1Cc1ccccc1	0
CCOC(=O)CSc1nnc([C@H](C)NC(=O)OC(C)(C)C)o1	-6
CCC(=O)N1c2ccccc2-c2nnc(SC)nc2OC1c1ccc(F)cc1 (stereo unspecified)	-10
COC(=O)c1ccc2c(=O)n(Cc3ccc(C(=O)NC4CCCCC4C)cc3)c(=S)[nH]c2c1 (stereo unspecified)	1
CCOC(=O)c1cc(=O)n2nc(-c3ccc(C)cc3)nc2s1	-8
O=C1c2ccc(-c3ccc4c(c3)C(=O)N(c3ccccn3)C4=O)cc2C(=O)N1c1ccccn1	-6
O/N=C1/CCc2nonc2/C1=N/O	-6
Cc1sc2ncn(CC(=O)Nc3nc4ccccc4s3)c(=O)c2c1S(=O)(=O)N1CCCCC1	-8
COc1ccc(-c2cc(C(F)(F)F)n3nc(C(=O)O)cc3n2)cc1OC	-1
COC(=O)c1sc(NC(=O)CSc2nnc(C(C)C)n2C)nc1C	-11
CCOC(=O)N1CCN(S(=O)(=O)c2ccc3c(c2)CCN3C(=O)C2CC2)CC1	-4
Cc1cccc(NC(=O)c2sc3nc(-c4ccc(F)cc4)cn3c2C)n1	-5
CCCCCn1c(=S)[nH]c2ncccc2c1=O	-2
CCOC(=O)Nc1sc(=S)n(C)c1C	-4
Cc1ccn2c(Nc3ccc4c(c3)OCCO4)c(-c3cccs3)nc2c1	-4
CCC1CCCCN1C(=O)CSc1nnc(CNC(=O)c2cc(OC)c(OC)c(OC)c2)o1 (stereo unspecified)	2
COc1cc(-c2nnc(SCc3cccnc3)n2C)cc(OC)c1O	-1
CCOCCCNC(=O)c1ccc(Cn2c(=S)[nH]c3ccc(Br)cc3c2=O)cc1	2
CC(NC(=O)c1cncc(Br)c1)c1ccc(S(N)(=O)=O)cc1 (stereo unspecified)	-9
CCOC(=O)c1c(NC(=O)c2cc(C3CC3)on2)sc2c1CCCC2	8
O=C(CSc1nc2ccc(Br)cc2[nH]1)NC1CCCCC1	0
COCCCNC(=O)C1CCC(=O)N1C1CCCCC1 (stereo unspecified)	-10

Nothing new here: entries from further up.
SMILES	14-3-3g Raf
CC(NC(=O)c1cncc(Br)c1)c1ccc(S(N)(=O)=O)cc1 (stereo unspecified)	-9
CCOC(=O)c1c(NC(=O)c2cc(C3CC3)on2)sc2c1CCCC2	8

Going on with the list.
SMILES	14-3-3g Raf
COc1ccc(-c2nnc(NC(=O)c3cc(OC)c(OC)c(OC)c3)s2)c(OC)c1	-8
COc1ccccc1OCc1ccc(C(=O)NCc2ccco2)o1	-11
CC1CCN(S(=O)(=O)N2CCCC(C(=O)NCc3ccc(F)cc3)C2)CC1 (stereo unspecified)	-1
Cc1ccccc1NC(=O)c1ccccc1NC(=O)c1ccco1	-12
O=C(NCc1ccco1)C1CCC(CNS(=O)(=O)c2ccc(Cl)cc2)CC1 (stereo unspecified)	-7
Cc1ccc(-n2c(SCC(=O)Nc3cccc4ccccc34)nc3c(c2=O)SCC3)cc1	-2
COc1ccccc1C(=O)Nc1nc2n(n1)C(c1ccccc1)C=C(c1ccccc1)N2 (stereo unspecified)	-24
COc1ccc(Cl)cc1-c1n[nH]c(=S)n1-c1ccccc1	-5
Cc1ccc(Sc2cc(NS(=O)(=O)c3cccs3)c3ccccc3c2O)cc1	-16
CCOC(=O)C1CCN(c2nc3cc(OC)ccc3cc2C#N)CC1	-8
CCOc1cccc(C(=O)Nc2ccc(NC(=O)c3ccc(C(C)(C)C)cc3)cc2)c1	6
COCCn1c(=S)[nH]c2ncccc2c1=O	-2&-8
CN(C)CCCOC(=O)c1cc2ccccc2o1	0&-17
CCCCn1nnc(NC(=O)c2ccc(-c3ccccc3)cc2)n1	-8
COc1ccc(NC(=O)N2c3ccccc3CC2C)cc1OC (stereo unspecified)	-5
CN1C(=O)C(C(=O)NC(C)(C)C)C2c3ccccc3OC13CCCCC23 (stereo unspecified)	4
CCOC(=O)C1CCN(C(=O)c2ccccc2Oc2ccccc2)CC1	-4
Cc1oc(-c2ccccc2F)nc1CN1CCC(C(=O)NCc2ccco2)CC1	-9
CCOc1ccc(NC(=O)N(Cc2cn(CC)c3ccccc23)C2CCCCCC2)cc1	-4
Cc1ccccc1-n1nc2c(c1NC(=O)Cc1ccc(F)cc1)CS(=O)C2 (stereo unspecified)	3
CCC(C)NC(=O)c1ccc2c(c1)nc(C)n2-c1cccc(C)c1 (stereo unspecified)	-12
CCOc1cccc2c1OC1(C)CC2NC(=O)N1c1ccc(F)cc1 (stereo unspecified)	-3
COc1cc(Cl)c(C)cc1NC(=O)Cn1cnc2sc(C)c(S(=O)(=O)N3CCCCC3)c2c1=O	-17
CC(=O)OCCNc1cc(Sc2ccc(Br)cc2)c2nonc2c1[N+](=O)[O-]	4
COc1cc(OC)c(S(=O)(=O)N2CCCCC2)cc1S(=O)(=O)N1CCCCC1	2
COc1cccc(-n2c(=O)c3sccc3n(Cc3cccc(Cl)c3)c2=O)c1	-2
COc1ccc(OC)c(C2CC(=O)N3CN(c4cccc(Cl)c4C)CSC3=C2C#N)c1 (stereo unspecified)	2
Cc1onc(-c2ccccc2)c1C(=O)Nc1ccncc1	1
COCCCNC(=O)CS(=O)(=O)Cc1nc(-c2cccc(OC)c2)oc1C	-3
O=C(C1=COCCO1)N1CCN(C(c2ccccc2)c2ccccc2)CC1	3
O=C(Nc1sc2c(c1C(=O)N1CCOCC1)CCCC2)c1ccccc1	3
Cc1ccc(S(=O)(=O)CCc2nnc(NC(=O)c3cnccn3)s2)cc1	-4
CC(NC(=O)C1c2ccccc2Oc2ccccc21)C12CC3CC(CC(C3)C1)C2 (stereo unspecified)	6
COC(=O)c1ccc(C2C(C(=O)OCCc3ccccc3)=C(C)NC3=C2C(=O)CC(C)(C)C3)cc1 (stereo unspecified)	-5
CCN(CC)C(=O)Cn1c(C)c(C(=O)C(F)(F)F)c2ccccc21	0
O=C(CSc1ncn[nH]1)OCN1C(=O)c2ccccc2C1=O	-7&-2
CCn1c(COc2ccccc2C)nnc1SCC(=O)OC	-5
O=C1C(c2ccncc2)=C(O)c2ccccc21	-16
Cc1ccc(CN2C(=O)CCC2C(=O)NCCN2CCC(Cc3ccccc3)CC2)cc1 (stereo unspecified)	-16
O=C(C1CCN(S(=O)(=O)Cc2ccccc2)CC1)N1CCCc2ccccc21	0
CC1=CC(C)(C)Nc2ccc(OC(=O)c3ccc(Cl)c([N+](=O)[O-])c3)cc21	0
O=C(CSc1nnc(-c2ccccc2)o1)n1c2c(c3ccccc31)CCCC2	9
Cn1c(CNc2ccccc2[N+](=O)[O-])c(C#N)c2ccccc21	-8
CC(=O)N1CCc2cc(Br)cc(S(=O)(=O)CCC(=O)N(C)Cc3ccccc3)c21	-11
COc1ccc(C(=O)Nc2ccccc2C(N)=O)cc1	-7
CN(C=C1C(=O)CC(C)(C)CC1=O)CCN1CCNCC1	-5
O=C(c1ccc([N+](=O)[O-])cc1)N1CCCc2ccccc21	4
O=c1cc(CCl)nc2ccc(Br)cn12	-22
O=C1CN(C(=O)CCC2CCCC2)C(c2ccccc2)c2cc(Cl)ccc2N1 (stereo unspecified)	-5
Cc1ccc(Cl)cc1N1C(=O)C2C3C=CC(CO)(O3)C2C1=O (stereo unspecified)	-3

Other structures.
SMILES	14-3-3g Raf
Cc1c(NC(=O)C(C)N2C(=O)C3C4C=CC(C4)C3C2=O)c(=O)n(-c2ccccc2)n1C (stereo unspecified)	0
COc1ccc(CNC(=O)c2c(O)c3cccc4c3n(c2=O)CCC4)cc1	2
O=C(Nc1ncnc2sc3c(c12)CCC3)c1ccccc1Cl	-13
O=C(O)c1ccc(NC(=O)c2cn(-c3ccccc3)nc2-c2ccc(Cl)cc2)cc1	0
Cc1ccc(-n2c(=O)[nH]c3cc(C(=O)N4CCN(c5ccc([N+](=O)[O-])cc5)CC4)ccc3c2=O)cc1	5
COc1cc(OC)cc(C(=O)Nc2ncc3c(n2)CC(C)(C)CC3=O)c1	-7
CCc1cc2c(CN3CCN(C)CC3)cc(=O)oc2cc1O	-6
COc1ccc(NC(=O)C(NC(=O)Cc2cccs2)c2ccc(C)cc2)cc1 (stereo unspecified)	-5
CCCCCCn1c(SCC(=O)OC)nc2c1c(=O)n(C)c(=O)n2C	-7
Cn1c(=O)c2c(nc(N3CCOCC3)n2CC(=O)c2ccc(Cl)cc2)n(C)c1=O	-10
COC(=O)COc1cc(C)cc2oc(=O)c(CC(=O)OC)c(C)c12	0
CCN1CCN(c2cc(C)c3cc(NC(=O)CCC4CCCC4)ccc3n2)CC1	-33
Cc1cccc(C(=O)Nc2ccccc2C(=O)OCc2c(C)noc2C)c1	3
CCOC(=O)C1CCCN(c2c(Nc3ccc(C)c(C)c3)c(=O)c2=O)C1 (stereo unspecified)	1
CCOC(=O)c1ccc(NS(=O)(=O)c2ccc3c(c2)OCCO3)cc1	2
CC(=O)Nc1ccc(S(=O)(=O)N2CCCCC2C(=O)O)cc1 (stereo unspecified)	-1
Cc1ccc(-c2nc3ncccc3o2)cc1NC(=O)c1ccc(C)c([N+](=O)[O-])c1	0
CCOC(=O)c1c(NC(=O)CC2Sc3ccc(C(F)(F)F)cc3NC2=O)sc(C)c1C (stereo unspecified)	8
Cc1nn(C(=O)C2CC2c2ccc(C(C)(C)C)cc2)c(C)c1Cl (stereo unspecified)	3
COc1ccc(S(=O)(=O)N2CCSC2c2cc(Br)ccc2OC)cc1 (stereo unspecified)	5
COC(=O)C1=C(C)NC2=C(C(=O)CC(c3cccs3)C2)C1c1ccc(C)s1 (stereo unspecified)	3
O=C(Cc1c[nH]c2ccccc12)NCc1ccc2c(c1)OCO2	-4
CCSc1nnc2c(n1)OC(c1ccccc1F)N(C(C)=O)c1ccccc1-2 (stereo unspecified)	3
CC1CN(S(=O)(=O)c2ccc(C(=O)N=c3sc4cc(F)ccc4n3C)cc2)CC(C)O1 (stereo unspecified)	-1
O=C(c1cc2ccccc2c(=O)o1)N1CCCC1	-3
Cc1cc(C)nc(-n2nc(C)c3c(C(F)F)cc(C)nc32)n1	-2
COc1ccc(C=Cc2nc3ccccc3c(=O)n2-c2cccc(C(F)(F)F)c2)cc1	3
CCOC(=O)CSc1nc(-c2ccc3c(c2)OCO3)ccc1C#N	-4
COc1ccccc1CC(=O)NCC1CCCO1 (stereo unspecified)	2
CCOC(=O)Cc1csc(NC(=O)C2CCCN(S(=O)(=O)c3cnc[nH]3)C2)n1 (stereo unspecified)	-2
CC(=O)Nc1ccc(NCc2ccccc2O)cc1	1
O=C(Nc1cccnc1)c1noc2c1CCCC2	-2&12
CN(C)c1ccc(CNCCC2(O)CCOC(C)(C)C2)cc1 (stereo unspecified)	-2
O=C(Cn1c(=O)n(-c2cccc(C(F)(F)F)c2)c(=O)c2sccc21)NC1CCCCC1	-7
Cc1ccc(NC(=O)c2ccc(Br)c(S(=O)(=O)N3CCOCC3)c2)cc1	0
Cc1ccc(S(=O)(=O)N2CCC(C(=O)NCCCN3CCCCCC3)CC2)cc1	6

Entries from the list above that contain an aryl thioether with sulfur outside any ring (17):
SMILES	14-3-3g Raf
Clc1ccc(-n2nnnc2SCc2c(-c3ccccc3)nc3sccn23)cc1	-10
NC(=O)CSc1nc2ccccc2c(=O)[nH]1	-9
CCOC(=O)CSc1nnc([C@H](C)NC(=O)OC(C)(C)C)o1	-6
CCC(=O)N1c2ccccc2-c2nnc(SC)nc2OC1c1ccc(F)cc1 (stereo unspecified)	-10
COC(=O)c1sc(NC(=O)CSc2nnc(C(C)C)n2C)nc1C	-11
CCC1CCCCN1C(=O)CSc1nnc(CNC(=O)c2cc(OC)c(OC)c(OC)c2)o1 (stereo unspecified)	2
COc1cc(-c2nnc(SCc3cccnc3)n2C)cc(OC)c1O	-1
O=C(CSc1nc2ccc(Br)cc2[nH]1)NC1CCCCC1	0
Cc1ccc(-n2c(SCC(=O)Nc3cccc4ccccc34)nc3c(c2=O)SCC3)cc1	-2
Cc1ccc(Sc2cc(NS(=O)(=O)c3cccs3)c3ccccc3c2O)cc1	-16
CC(=O)OCCNc1cc(Sc2ccc(Br)cc2)c2nonc2c1[N+](=O)[O-]	4
O=C(CSc1ncn[nH]1)OCN1C(=O)c2ccccc2C1=O	-7&-2
CCn1c(COc2ccccc2C)nnc1SCC(=O)OC	-5
O=C(CSc1nnc(-c2ccccc2)o1)n1c2c(c3ccccc31)CCCC2	9
CCCCCCn1c(SCC(=O)OC)nc2c1c(=O)n(C)c(=O)n2C	-7
CCSc1nnc2c(n1)OC(c1ccccc1F)N(C(C)=O)c1ccccc1-2 (stereo unspecified)	3
CCOC(=O)CSc1nc(-c2ccc3c(c2)OCO3)ccc1C#N	-4

These rows are one share of the data. The share of hits here may be higher or lower than overall.
